TMEM16A act – activates or potentiates the mouse TMEM16A chloride channel; B-score at 10 µM; Q8BHY3; hit rate 0.3% among 340,000; HEK293 TMEM16A/YFP-H148Q/I152L, iodide quench fluorescence; stronger effect = lower value;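 active = fluorescence-ratio B-score plate-corrected deviation score at least 3 library SD below zero, with starting fluorescence score within 5 deviations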;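 also: channel opened by trigger with iodide after compound preincubation; score built on the fluorescence ratio of max minus min over baseline; more negative score means more quench and so TMEM16A activation or potentiation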
Target sequence (Q8BHY3 whole entry, looked up): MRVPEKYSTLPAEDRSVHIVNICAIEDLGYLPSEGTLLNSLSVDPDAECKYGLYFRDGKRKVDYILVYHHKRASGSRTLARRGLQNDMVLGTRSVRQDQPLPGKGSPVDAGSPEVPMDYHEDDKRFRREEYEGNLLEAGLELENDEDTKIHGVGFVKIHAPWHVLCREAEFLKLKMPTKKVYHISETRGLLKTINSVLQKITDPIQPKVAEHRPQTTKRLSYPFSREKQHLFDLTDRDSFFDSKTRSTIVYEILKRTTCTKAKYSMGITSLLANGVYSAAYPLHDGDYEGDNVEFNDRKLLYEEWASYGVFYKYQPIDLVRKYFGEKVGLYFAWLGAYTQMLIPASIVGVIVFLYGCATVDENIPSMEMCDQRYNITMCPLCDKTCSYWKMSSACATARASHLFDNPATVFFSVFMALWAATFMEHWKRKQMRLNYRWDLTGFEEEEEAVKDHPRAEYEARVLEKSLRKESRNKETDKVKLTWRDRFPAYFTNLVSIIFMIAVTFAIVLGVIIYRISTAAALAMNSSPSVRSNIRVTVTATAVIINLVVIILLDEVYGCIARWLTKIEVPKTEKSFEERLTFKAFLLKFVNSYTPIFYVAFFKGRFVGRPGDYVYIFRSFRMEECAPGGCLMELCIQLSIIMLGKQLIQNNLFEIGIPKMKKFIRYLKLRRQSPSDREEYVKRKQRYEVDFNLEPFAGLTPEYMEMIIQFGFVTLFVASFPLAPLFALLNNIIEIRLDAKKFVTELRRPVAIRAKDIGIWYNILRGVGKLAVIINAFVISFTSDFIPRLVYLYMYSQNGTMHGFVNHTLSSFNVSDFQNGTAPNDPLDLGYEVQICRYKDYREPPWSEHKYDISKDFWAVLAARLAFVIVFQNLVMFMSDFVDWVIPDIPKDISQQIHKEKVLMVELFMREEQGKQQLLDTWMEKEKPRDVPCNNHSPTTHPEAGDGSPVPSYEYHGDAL
Calls only. The list is partial (hit frequency here may not be typical).

Screening Cc1ccc(C(=O)N2CCC(Cc3ccccc3)CC2)cc1S(=O)(=O)N1CCOCC1 returned TMEM16A act inactive.
`O=C(COc1ccc(-n2cnnn2)cc1)Nc1ccc(F)cc1` gave TMEM16A act inactive.
Screening O=C(COc1ccc(-n2cnnn2)cc1)Nc1ccc(Br)cc1F returned TMEM16A act inactive.
COc1cccc(/C=C/C(=O)OCC(=O)NC2CC2)c1 was read as TMEM16A act inactive.
`CC(=O)N1CCN(C(=O)c2cccc(S(=O)(=O)N3CCOCC3)c2)CC1` gave TMEM16A act inactive.
For Cn1nnnc1SCC(=O)Nc1nc2c(F)c(F)c(F)cc2s1 the results were TMEM16A act inactive.
`O=C(NCc1ccccc1)c1ccccc1` gave TMEM16A act inactive.
Screening CCCCn1c(N)c(N(CC(C)C)C(=O)c2ccc(-c3ccc(Cl)cc3)o2)c(=O)[nH]c1=O returned TMEM16A act inactive.
N#Cc1c(C#N)c(SSc2c(C#N)c(C#N)c(N)n2-c2ccccc2)n(-c2ccccc2)c1N was read as TMEM16A act inactive.
For Cc1ccc(S(=O)(=O)Oc2ccccc2)cc1 the results were TMEM16A act inactive.
`Cc1ccc(NC(=O)CSc2nnnn2C2CCCC2)cc1S(=O)(=O)N1CCOCC1` gave TMEM16A act inactive.
`COc1ccc(S(=O)(=O)N2CCOCC2)cc1NC(=O)c1ccc(=O)[nH]c1` gave TMEM16A act inactive.
For COC(=O)c1ccc(C)c(NC(=O)C2CC(=O)N(C3CCCC(C)C3C)C2)c1 (centres undefined) the results were TMEM16A act inactive.
`O=C(NN=Cc1cc(Br)c(O)c(Br)c1)c1ccccc1NS(=O)(=O)c1cccs1` gave TMEM16A act inactive.
Screening CN(CC(=O)Nc1ccccc1Br)C(=O)CN(C)C1CCCCC1 returned TMEM16A act inactive.
`O=C(NC1CCC(O)CC1)c1cc(Cl)c2c(c1)OCCO2` (centres undefined) gave TMEM16A act inactive.
COCCN(CC(=O)Nc1cccc(C)c1C)C(=O)C1(c2ccc(Cl)cc2)CCC1 was read as TMEM16A act inactive.
`O=C(COC(=O)Cc1ccccc1F)NC(=O)NC1CCCC1` gave TMEM16A act inactive.
O=C(CNC(=O)C1CCCCC1)OC(C(=O)c1ccccc1)c1ccccc1 (centres undefined) was read as TMEM16A act inactive.
CCCCSc1ncnc2c1ncn2C1CCCCO1 (centres undefined) was read as TMEM16A act inactive.
O=C(COC(=O)C1CCN(c2ccc(C(F)(F)F)cn2)CC1)NCc1ccccc1 was read as TMEM16A act inactive.
`CN(C)c1cccc(-c2csc(N3CCC(C(N)=O)CC3)n2)c1` gave TMEM16A act inactive.
N#CCCN(C(=O)COC(=O)c1n[nH]c2ccccc12)c1ccccc1 was read as TMEM16A act inactive.
CCOc1ccc(NC(=O)CN(C)C(=O)C2CCN(C(=O)Nc3ccccc3)CC2)cc1OCC was read as TMEM16A act inactive.
Cc1cc(F)ccc1S(=O)(=O)Nc1ccccc1C(=O)N1CCCC1 was read as TMEM16A act inactive.
`Cc1ccc(OCC(=O)NC2CCCC(C)C2C)c([N+](=O)[O-])n1` (centres undefined) gave TMEM16A act inactive.
Screening Cc1cccc(NC(=O)c2ccc(Cl)c(S(=O)(=O)N3CCCCCC3)c2)n1 returned TMEM16A act inactive.
CN(C(=O)c1cccc(S(=O)(=O)N2CCCC2)c1)C1CCCCC1 was read as TMEM16A act inactive.
For O=C(C=Cc1cccs1)c1cccs1 the results were TMEM16A act inactive.
For C[C@@]12C(=O)Nc3cc(F)c(F)cc3C(=O)N1[C@H]1c3ccccc3OC[C@@H]1[C@@H]2c1ccccc1 the results were TMEM16A act inactive.
For CN(C)S(=O)(=O)NC(=O)C1=C(N2CCCC2)COC1=O the results were TMEM16A act inactive.
Screening O=C(NC1CCCCC1)c1cccc2c1C(=O)c1ccc(N3CCC(Cc4ccccc4)CC3)cc1S2(=O)=O returned TMEM16A act inactive.
`CC(C)C(NC(=O)c1ccc(Cl)cc1Cl)C(=O)N1CCC1` (centres undefined) gave TMEM16A act inactive.
CC(=O)Oc1cc2c(c3ccccc13)CCC2=O was read as TMEM16A act inactive.
For CCOc1ccc(OCC(=O)OCC(=O)Nc2ccccc2C#N)cc1 the results were TMEM16A act inactive.
For COc1ccc(C)cc1NC(=O)CCCN1C(=O)CN(C)C1=O the results were TMEM16A act inactive.
For CCOC(=O)Cc1csc(SCC(=O)N2CCN(c3ccccc3)CC2)n1 the results were TMEM16A act inactive.
COc1cc(C(=O)NC(=S)N2CCN(C)CC2)cc(OC)c1OC was read as TMEM16A act inactive.
COc1ccc(-c2cc(C(=O)OCC(=O)N3CCOCC3)c3ccccc3n2)cc1 was read as TMEM16A act inactive.
For CCCc1cc(=O)[nH]c(SCC(=O)N2c3ccccc3NC(=O)C2(C)C)n1 the results were TMEM16A act inactive.
Screening Cc1cccc(C(=O)NCC(=O)OCC(=O)NC2CCCCC2)c1 returned TMEM16A act inactive.
Screening CC(C)CC1NC(=O)N(CC(=O)Nc2ccc(-c3ccccc3)cc2)C1=O (centres undefined) returned TMEM16A act inactive.
For CCCCOC(=O)c1ccc(NC(=O)COC(=O)c2ccc3ncsc3c2)cc1 the results were TMEM16A act inactive.
For COc1ccc(C=NNC(=S)NN=Cc2ccc(OC)c(OC)c2)cc1OC the results were TMEM16A act inactive.
Screening O=C(CSc1nc2[nH]c(=O)cc(O)c2s1)NCCc1ccccc1 returned TMEM16A act inactive.
Screening O=C(COC(=O)c1c(F)cccc1F)NCc1cccs1 returned TMEM16A act inactive.
Screening O=C(C[C@@H]1C/C=C\CCCC(=O)OC[C@@H](c2ccccc2)NC1=O)NCCO returned TMEM16A act inactive.
For COc1cc(OC)cc(-c2c(-c3ccc(F)cc3)c3cc(-c4ccc5[nH]ccc5c4)ccc3n2C)c1 the results were TMEM16A act inactive.
For CC(C)(C)OC(=O)NCCCCCNC(=O)c1nc[nH]c1C(=O)N1CCN(C(=O)OC(C)(C)C)CC1 the results were TMEM16A act inactive.
Screening CC(=O)OCC(=O)C1(O)CCC2C3CC(C)C4=CC(=O)CCC4(C)C3C(O)CC21C (centres undefined) returned TMEM16A act inactive.
For Cn1c(N)c(C(=O)COC(=O)c2cccc(S(=O)(=O)NCc3ccccc3)c2)c(=O)n(C)c1=O the results were TMEM16A act inactive.
CCc1ccc(C(=O)NNC(=O)Cn2c(=O)cnc3ccccc32)cc1 was read as TMEM16A act inactive.
O=[N+]([O-])c1ccc(CSc2ccc(S(=O)(=O)N3CCCC3)cn2)cc1 was read as TMEM16A act inactive.
For Cc1ccc(S(=O)(=O)NCCC(=O)N2CCC(C)CC2)cc1 the results were TMEM16A act inactive.
For Cc1ccsc1C(=O)N1CCN(C(=O)c2ccco2)CC1 the results were TMEM16A act inactive.
For Cc1ccc(NC(=O)c2nc3nccc(C)n3n2)cc1S(=O)(=O)N1CCCCC1 the results were TMEM16A act inactive.
`Cc1ccc(Cl)cc1NC(=O)COC(=O)CSc1ccccc1` gave TMEM16A act inactive.
`COCCN(C(=O)c1ccc2c(c1)S(=O)(=O)N=C1CCCCCN12)c1c(N)n(CC(C)C)c(=O)[nH]c1=O` gave TMEM16A act inactive.
`CS(=O)(=O)Nc1ccccc1C(=O)OCC(=O)N1CCC(c2ccccc2)=N1` gave TMEM16A act inactive.
Cc1ccc(C)c(S(=O)(=O)N2CCN(C(=O)[C@H](Cc3ccccc3)NC(=O)c3ccco3)CC2)c1 was read as TMEM16A act inactive.

Nothing new here: an excerpt of the list.
COCCN(CC(=O)Nc1cccc(C)c1C)C(=O)C1(c2ccc(Cl)cc2)CCC1 was read as TMEM16A act inactive.
`O=C(COC(=O)Cc1ccccc1F)NC(=O)NC1CCCC1` gave TMEM16A act inactive.
O=C(CNC(=O)C1CCCCC1)OC(C(=O)c1ccccc1)c1ccccc1 (centres undefined) was read as TMEM16A act inactive.
CCCCSc1ncnc2c1ncn2C1CCCCO1 (centres undefined) was read as TMEM16A act inactive.
O=C(COC(=O)C1CCN(c2ccc(C(F)(F)F)cn2)CC1)NCc1ccccc1 was read as TMEM16A act inactive.
`CN(C)c1cccc(-c2csc(N3CCC(C(N)=O)CC3)n2)c1` gave TMEM16A act inactive.
N#CCCN(C(=O)COC(=O)c1n[nH]c2ccccc12)c1ccccc1 was read as TMEM16A act inactive.
CCOc1ccc(NC(=O)CN(C)C(=O)C2CCN(C(=O)Nc3ccccc3)CC2)cc1OCC was read as TMEM16A act inactive.
Cc1cc(F)ccc1S(=O)(=O)Nc1ccccc1C(=O)N1CCCC1 was read as TMEM16A act inactive.
`Cc1ccc(OCC(=O)NC2CCCC(C)C2C)c([N+](=O)[O-])n1` (centres undefined) gave TMEM16A act inactive.
Screening Cc1cccc(NC(=O)c2ccc(Cl)c(S(=O)(=O)N3CCCCCC3)c2)n1 returned TMEM16A act inactive.
CN(C(=O)c1cccc(S(=O)(=O)N2CCCC2)c1)C1CCCCC1 was read as TMEM16A act inactive.
For O=C(C=Cc1cccs1)c1cccs1 the results were TMEM16A act inactive.
For C[C@@]12C(=O)Nc3cc(F)c(F)cc3C(=O)N1[C@H]1c3ccccc3OC[C@@H]1[C@@H]2c1ccccc1 the results were TMEM16A act inactive.
For CN(C)S(=O)(=O)NC(=O)C1=C(N2CCCC2)COC1=O the results were TMEM16A act inactive.
Screening O=C(NC1CCCCC1)c1cccc2c1C(=O)c1ccc(N3CCC(Cc4ccccc4)CC3)cc1S2(=O)=O returned TMEM16A act inactive.

(continued)
Screening O=C(Nc1cccc(S(=O)(=O)N2CCOCC2)c1)C1CC1 returned TMEM16A act inactive.
`O=C(c1ccc2ncsc2c1)N1CCN(c2cccc(C(F)(F)F)c2)CC1` gave TMEM16A act inactive.
For CN(C)S(=O)(=O)c1cccc(C(=O)Nc2cc(S(=O)(=O)N3CCOCC3)ccc2O)c1 the results were TMEM16A act inactive.
`CC(NC(=O)c1ccc(S(=O)(=O)Nc2ccccc2)cc1)c1ccc(S(N)(=O)=O)cc1` (centres undefined) gave TMEM16A act inactive.
Screening CCCCC(CC)CN1CN(CC(CC)CCCC)CC(C)(N)C1 (centres undefined) returned TMEM16A act inactive.
`Cc1ccc(NC(=O)c2nc[nH]c2C(=O)NCCN(CCNC(=O)c2[nH]cnc2C(=O)Nc2ccc(C)cc2)CCNC(=O)c2[nH]cnc2C(=O)Nc2ccc(C)cc2)cc1` gave TMEM16A act inactive.
For CC(C)[C@H](NC(=O)c1ccccc1F)C(=O)OCC(=O)Nc1sccc1C(N)=O the results were TMEM16A act inactive.
Screening CCOCc1c(C(=O)Nc2ccccc2N2CCN(C)CC2)oc2ccccc12 returned TMEM16A act inactive.
Screening Cc1nnc(SCC(=O)N2CCN(c3ccccc3F)CC2)n1C1CC1 returned TMEM16A act inactive.
Screening C=CC[C@@H](CC(=O)N(CCO)Cc1ccccc1)C(=O)NC[C@H](OC(=O)[C@@H](CC=C)Cc1ccc(F)cc1)c1ccccc1 returned TMEM16A act inactive.
`Cc1cccc(NC(=O)COC(=O)c2n[nH]c3ccccc23)c1C` gave TMEM16A act inactive.
Screening CCOc1ccc(OCCC(=O)N(CC)CC(=O)NCc2cccs2)cc1 returned TMEM16A act inactive.
Screening CC1CCN(c2ccc3c(c2)S(=O)(=O)c2cccc(C(=O)O)c2C3=O)CC1 returned TMEM16A act inactive.
For CCC1CCCCN1S(=O)(=O)c1ccc(NC(=O)C2CC(=O)N(C(C)(C)C)C2)cc1 (centres undefined) the results were TMEM16A act inactive.
`O=C(NCc1ccc(OC(F)(F)F)cc1)c1cccc2c1C(=O)c1ccc(N3CCCC3)cc1S2(=O)=O` gave TMEM16A act inactive.
`CCCCOc1ccc(C(=O)NCC(=O)NCCOc2ccccc2OC)cc1` gave TMEM16A act inactive.
O=C(CN1C(=O)NC2(CCOc3ccccc32)C1=O)NCc1ccc(F)cc1 (centres undefined) was read as TMEM16A act inactive.
Screening COc1ccccc1OCC(=O)NC1CCCCCCC1 returned TMEM16A act inactive.
For CCOc1ccccc1Nc1nnc(SCC(=O)NCC2CCCO2)s1 (centres undefined) the results were TMEM16A act inactive.
Screening Cc1c(N)cc2c(c1N)C(C)(C)CC2(C)C returned TMEM16A act inactive.
For CC12CCC(=O)N1C(C(=O)NNC(=O)COc1ccccc1F)CS2 (centres undefined) the results were TMEM16A act inactive.
`O=C(COC(=O)CCC1CCCC1)Nc1cc(S(=O)(=O)N2CCOCC2)ccc1Cl` gave TMEM16A act inactive.
For COc1ccc(NC(=O)N(C)C[C@H]2Oc3c(NS(=O)(=O)c4cn(C)cn4)cccc3C(=O)N([C@H](C)CO)C[C@@H]2C)cc1 the results were TMEM16A act inactive.
`COc1ccc2sc(-c3ccc(SC)cc3)c(/C=C/c3ccc(OC)c(OC)c3)c2c1` gave TMEM16A act inactive.
For O=C(NCc1ccccc1)c1nc[nH]c1C(=O)N1CCc2ccccc2C1 the results were TMEM16A act inactive.
`Cc1cccc(OCC(=O)NCc2nnc3ccc(C(F)(F)F)cn23)c1C` gave TMEM16A act inactive.
Screening CC(C(=O)Nc1ccc([N+](=O)[O-])cc1Cl)N1CCN(S(=O)(=O)c2cccs2)CC1 (centres undefined) returned TMEM16A act inactive.
`C#CCOCCOCCOCCNc1nc(N2CCOCC2)nc(N2CCN(C(=O)[C@H](CCCCN)n3cc(CCCC)nn3)CC2)n1` gave TMEM16A act inactive.
`CCCN(C(=O)c1nc2nc(C)cc(C)n2n1)c1c(N)n(Cc2ccccc2)c(=O)[nH]c1=O` gave TMEM16A act inactive.
Screening CCOC(=O)/C(=C\c1ccccc1)C(=O)CCN1CCOCC1 returned TMEM16A act inactive.
For Nc1c(N(CCC2=CCCCC2)C(=O)Cc2ccccc2F)c(=O)[nH]c(=O)n1Cc1ccccc1 the results were TMEM16A act inactive.
CSCCC(NC(=O)c1ccccc1)C(=O)NCC(C)(C)N1CCOCC1 (centres undefined) was read as TMEM16A act inactive.
Screening COc1ccc(Cl)cc1C(=O)OCC(=O)NCc1cccs1 returned TMEM16A act inactive.
For Cc1cc(NC(=O)CN2C(=O)NC3(CCCCC3)C2=O)ccc1N1CCCC1 the results were TMEM16A act inactive.
CCCOC(=O)c1ccc(NC(=O)COC(=O)C2CCN(c3ccc(C(F)(F)F)cn3)CC2)cc1 was read as TMEM16A act inactive.
`Cc1cc(C)c(C#N)c(SCC(=O)Nc2cc(C)on2)n1` gave TMEM16A act inactive.

Assay outcomes (PubChem BioAssay)
